Source: PubChem (The Scripps Research Institute Molecular Screening Center)
OXTR ag: human OXTR agonism; P30559; CHO-OTR cells, Fluo-8 calcium fluorescence; normalized: DMSO 0%, oxytocin 100%; activation, % at 3 µM; hit rate 0.32% among 320,000; AID 2435;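 active means activation above the mean of all tested compounds plus 3 SD, cutoff set per screening run, cut at about 20% in these data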;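 further: peak over basal fluorescence ratio from a 100 s FLIPR kinetic read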
Target sequence (P30559 whole entry, looked up): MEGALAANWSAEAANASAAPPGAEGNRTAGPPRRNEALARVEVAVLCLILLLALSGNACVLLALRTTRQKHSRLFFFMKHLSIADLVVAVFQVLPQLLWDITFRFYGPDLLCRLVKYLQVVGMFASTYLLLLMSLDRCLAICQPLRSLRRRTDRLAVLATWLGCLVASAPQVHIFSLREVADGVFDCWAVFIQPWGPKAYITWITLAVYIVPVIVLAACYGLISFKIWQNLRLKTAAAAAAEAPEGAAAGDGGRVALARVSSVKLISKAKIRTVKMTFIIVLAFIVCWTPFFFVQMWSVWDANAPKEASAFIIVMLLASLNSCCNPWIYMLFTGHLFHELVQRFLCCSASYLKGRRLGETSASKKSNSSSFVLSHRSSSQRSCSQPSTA
TAAR1 agonist: human TAAR1 agonism; Q96RJ0; CHO RD-HGA16 TAAR1, Fluo-8 calcium fluorescence; vehicle wells 0%, saturating PEA agonist 100%; activation, % at 3 µM; hit rate 0.99% among 360,000;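 active means activation above the mean activation of all test compounds in the run plus 3 SD, cut at about 38% in these data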
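System: CHO-derived RD-HGA16 cells with stable Gα16 and human TAAR1 / Times: 17-24 h plating, Fluo-8 75 min 37 °C, 30 min RT / Technique: calcium-sensitive Fluo-8 signal, excitation 470-495, emission 515-575 nm / Measure: % activation relative to PEA EC100 response / Benchmarks: DMSO and PEA EC100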
CHO parental Ca: counter-screen: ATP calcium response change in parental CHO cells; parental CHO-K1, ATP-induced calcium, Fluo-8 fluorescence; hit rate 0.63% among 330,000; inhibition, % at 5.6 µM; AID 463079;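 active means inhibition above that plate's mean sample inhibition plus 3 SD, cut at about 26% in these data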;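 further: 0% = ATP-challenged DMSO wells and 100% = DMSO wells without ATP; some compounds past the cut are filed as inactive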
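Test system: untransfected parental CHO cell line; also added: ATP stimulus; dosing: 5.6 µM, single dose; signal: calcium-sensitive Fluo-8 fluorescence; measure: percent inhibition of ATP-evoked calcium rise, normalized to controls; benchmarks: low control ATP plus DMSO, high control DMSO only; replication: one well per compound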
M1 antag: human CHRM1 antagonism; CHO-K1 hM1, Fluo-8 calcium fluorescence, ACh EC80 antagonist; inhibition, % at 3 µM; P11229; AID 588852; hit rate 1.3% among 360,000;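 active means percent inhibition above its own plate's cutoff, namely the mean of that plate's compound wells plus 3 SD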;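 further: peak over basal fluorescence ratio during 140 s after agonist addition; 0% = ACh EC80 plus DMSO and 100% = DMSO alone without agonist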
Target sequence (P11229 whole entry, looked up): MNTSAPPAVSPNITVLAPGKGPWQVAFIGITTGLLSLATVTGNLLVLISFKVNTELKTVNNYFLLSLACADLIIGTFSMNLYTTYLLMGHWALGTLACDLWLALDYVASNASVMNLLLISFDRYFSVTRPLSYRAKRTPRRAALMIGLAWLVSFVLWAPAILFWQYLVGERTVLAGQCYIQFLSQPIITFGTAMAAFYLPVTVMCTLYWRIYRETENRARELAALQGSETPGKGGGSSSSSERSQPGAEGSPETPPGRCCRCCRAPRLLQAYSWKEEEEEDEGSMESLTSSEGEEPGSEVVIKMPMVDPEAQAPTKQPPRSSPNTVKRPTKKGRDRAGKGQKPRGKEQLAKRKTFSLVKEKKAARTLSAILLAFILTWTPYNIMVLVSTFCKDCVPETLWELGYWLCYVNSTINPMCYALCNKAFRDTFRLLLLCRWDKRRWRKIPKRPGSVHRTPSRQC
M1 PAM: human CHRM1 positive allosteric modulation. P11229. activation, % at 3 µM. CHO-K1 hM1, Fluo-8 calcium fluorescence, ACh EC20; 0% = ACh EC20, 100% = maximal ACh. hit rate 0.088% among 360,000; in the data active means activation above about 19%, passing the limit was not always enough
CHRM1 agonist: agonists of human M1 muscarinic receptor. CHO-K1 hM1, Fluo-8 calcium fluorescence, agonist mode; 0% DMSO, 100% acetylcholine EC100. hit rate 0.33% among 360,000. activation, % at 3 µM. P11229;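 active means activation above the run's mean compound activation plus 3 SD, cut at about 16% in these data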;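 further: peak over basal fluorescence ratio within a 140 s kinetic read after compound addition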
V1aR counter: activates human V1a receptor in oxytocin agonist counter-screen. P37288. CHO-V1R cells, Fluo-8 calcium fluorescence, agonist mode; 0% DMSO, 100% 3 nM vasopressin. activation, % at 3 µM. hit rate 0.25% among 320,000. AID 2797;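 active means activation above the mean activation of all tested compounds plus 3 SD, per screening run, cut at about 20% in these data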;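 further: signal is peak over basal fluorescence ratio across a 100 second FLIPR read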
TAAR1 antag: antagonists of human TAAR1. Q96RJ0. CHO RD-HGA16 TAAR1, Fluo-8 calcium fluorescence, antagonist. inhibition, % at 3 µM. hit rate 1.5% among 360,000. AID 624466;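 active means inhibition above a per-plate cutoff, the mean inhibition of test compounds on that plate plus 3 SD, cut at about 49% in these data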;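 further: 0% = DMSO plus EC80 beta-PEA response and 100% = DMSO alone without agonist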
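Test system – hTAAR1-expressing CHO RD-HGA16 cells, Gα16-coupled · Also added – β-PEA at EC80 concentration, post-compound challenge · Compound – 3 µM, single point · Incubation – dye loading 75 min at 37 °C, then 30 min room temperature · Measured by – Fluo-8 intracellular calcium dye fluorescence, real-time kinetic reads · Benchmarks – vehicle and agonist controls · Replicates – singlicate, one well per test compound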
OXTR potentiate: potentiates the human oxytocin receptor response; P30559; CHO-OTR cells, Fluo-8 calcium fluorescence, potentiator mode; 0% = oxytocin EC15, 100% = EC100; activation, % at 3 µM; hit rate 0.061% among 320,000; AID 2445;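 active means activation above that plate's cutoff, the mean activation of tested compounds plus 3 SD, cut at about 6.6% in these data, passing the limit was not always enough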;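 further: 100% uses oxytocin at 75 nM as the full agonist control; some results filed as inactive read as strong as hits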
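Assay system: CHO cell line stably expressing human OTR | Also added: Oxytocin at about EC15, sub-maximal agonist stimulus | Times: Compound 6 min at room temperature before oxytocin, 100 s read | Measured by: Fluo-8 intracellular calcium fluorescence, ex 470-495, em 515-575 nm | Controls: EC15 oxytocin alone as 0%, 75 nM oxytocin as 100%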
An asterisk follows results filed as active; · = not tested or not shown.

Order of values: TAAR1 agonist | CHRM1 agonist | M1 antag | TAAR1 antag | V1aR counter | M1 PAM | OXTR ag | CHO parental Ca | OXTR potentiate
- COc1ccc(S(=O)(=O)NC(=O)C2(C)CCN2C(=O)Cc2cc(F)ccc2F)cc1 (stereo not drawn)
    1 | -2 | -14 | -23 | · | 10 | · | · | ·
- COc1cccc(C(C#N)N2N=C(C)CC2(C)C)c1O (stereo not drawn)
    7 | -1 | -4 | -20 | 0.6 | 10 | 0.1 | -5 | 2
- CCn1ncc(-c2cc(C(=O)O)no2)c1C
    11 | · | · | 0 | 0.7 | · | 0.0 | 0 | 0
- COc1ccc2[nH]c3c(=O)n(Cc4ccc(C(=O)N5CCCC5)cc4)c(=S)[nH]c3c2c1
    3 | -4 | -6 | 9 | 0.3 | 6 | 0.3 | -18 | -8
- O=C(N/N=C/c1cccnc1)c1cc2ccccc2cc1O
    5 | -3 | -10 | -14 | 1.8 | 11 | 1.1 | -1 | 4
- COc1ccc(Nc2ccccc2)c(C)c1
    · | -5 | 14 | · | -1.0 | -8 | -1.6 | -4 | 0
- NC(=O)CC(NC(=O)Cc1ccc(Br)cc1)c1ccc(N2CCN(c3ccccn3)CC2)c([N+](=O)[O-])c1 (stereo not drawn)
    4 | -6 | -3 | -3 | -0.1 | 11 | 1.4 | -18 | 3
- CCOc1ccc(N(Cc2ccc(C(=O)O)cc2)S(=O)(=O)c2ccc(C)cc2)cc1
    4 | -1 | 0 | 4 | 3.2 | -1 | 3.2 | 8 | -13
- COC(=O)CCC(=O)OC1(C)C(=O)C=C2C=C(C3CC3)N(CCCOC(C)C)C=C2C1=O (stereo not drawn)
    · | 0 | -9 | · | 0.3 | 15 | 1.3 | 1 | -6
- COc1ccc(CC2(C)OC(c3ccc(Cl)cc3)=NN2C(C)=O)cc1 (stereo not drawn)
    4 | -7 | -1 | 1 | 0.0 | -4 | -1.7 | -18 | -2
- O=C(CSc1nnnn1-c1ccccc1)Nc1ccc(Cl)cn1
    12 | 0 | -3 | -5 | 0.7 | 5 | 0.7 | 44* | -26
- O=C(O)C1CCCCC1C(=O)NCCc1ccncc1 (stereo not drawn)
    22 | -1 | -34 | -2 | 1.3 | 1 | 0.5 | -17 | -7
- O=c1[nH]c2cc([N+](=O)[O-])c(NCCO)c([N+](=O)[O-])c2[nH]1
    5 | -6 | 18 | 4 | -0.8 | -11 | -1.2 | -7 | -11
- COCCSc1ccccc1C(=O)NCc1ccc2c(c1)OCO2
    15 | -3 | 22 | 14 | 0.6 | -7 | 0.9 | 0 | -15
- COCCNC(=O)Cc1c(C)c2c(cc(C)c3c(C)coc32)oc1=O
    2 | -5 | 2 | -35 | 1.3 | 1 | -0.4 | -14 | -6
- CN(C)S(=O)(=O)c1ccc(N2CCCC2)c(C(=O)NC2(C)CCS(=O)(=O)C2)c1 (stereo not drawn)
    0 | -5 | -10 | 8 | -0.1 | 6 | -0.3 | -3 | -3
- Brc1ccc2ncnc(Nc3cccc4ccccc34)c2c1
    53* | 12 | -5 | 1 | 3.2 | 2 | 11 | -34 | 1
- CCC(=O)N(Cc1cc2cc(OC)ccc2[nH]c1=O)c1ccc(C)cc1
    3 | 1 | -1 | -3 | 0.0 | 8 | 0.5 | -10 | -23
- CCOC(=O)N1CCN(C(=O)CSc2ccc3nnc(-c4ccncc4)n3n2)CC1
    8 | -4 | -5 | -22 | -1.0 | 11 | 0.6 | -1 | 2
- Cc1ccc(S(=O)(=O)NCCN2CCOCC2)cc1C
    -3 | -2 | -22 | -13 | 0.5 | 0 | -0.1 | -2 | -4
- COc1cccc(C(=O)N/N=C(/c2ccccc2)c2ccccn2)c1
    5 | -2 | -7 | 19 | 0.7 | -7 | -0.1 | -6 | -8
- CC(=O)c1cccc(NC(=O)Nc2ccc3c(c2)OCO3)c1
    5 | 2 | 0 | 20 | · | -1 | · | · | ·
- CC(=O)Nc1cccc2c1Cc1ccccc1-2
    · | -5 | -3 | · | 2.9 | 9 | 1.9 | -8 | -4
- CN(Cc1ccc(C#CCCO)cc1)CC1CCCN(CCc2ccc(Cl)cc2)C1 (stereo not drawn)
    4 | -7 | 40* | -12 | 4.7 | -27 | 4.6 | -15 | -2
- O=C(CC(=O)NN=Cc1ccc2c(c1)CCC2)NN=Cc1ccc2c(c1)CCC2
    3 | -2 | -14 | 1 | · | 5 | · | · | ·
- CC(=O)Nc1ccc(S(=O)(=O)Nc2nc3ccccc3nc2N2CCc3ccccc3C2)cc1
    19 | -3 | -4 | -7 | 9.1 | 9 | 7.9 | -28 | -9
- Cc1ccc(C)n1-c1cccc(C(=O)Nc2ccccc2)c1
    1 | -1 | -2 | -9 | 1.2 | 3 | -0.6 | -14 | -4
- CCOC(=O)C1=CCN(S(=O)(=O)c2ccccc2F)C1c1cccc(F)c1 (stereo not drawn)
    0 | -9 | -9 | 9 | · | -2 | · | · | ·
- CCOc1cc(/C=N/N=C2/NC(=O)C(CC(=O)O)S2)ccc1OCc1ccc(Cl)cc1 (stereo not drawn)
    -1 | -9 | -5 | -8 | -0.5 | 1 | -1.2 | -2 | -8
- Cc1cccc(CSc2nc3c(c(=O)[nH]2)CCCC3)c1
    -2 | -4 | 2 | -2 | -0.3 | 1 | -1.8 | -4 | -5
- O=[N+]([O-])c1ccccc1S(=O)(=O)N(CC(O)CN1CCCCC1)c1ccccc1 (stereo not drawn)
    1 | -11 | 4 | -17 | 0.3 | -1 | -0.7 | 0 | -10
- Cc1ccnc(NS(=O)(=O)c2ccc(NC(=O)CCOc3ccccc3)cc2)n1
    1 | -2 | -3 | -16 | 0.7 | 11 | 1.1 | -8 | 3
- COC(=O)c1ccc(CNC(=O)Cn2cnc(C(=O)Nc3ccc(C)c(C)c3)n2)cc1
    6 | -2 | 3 | -30 | · | 2 | · | -9 | ·
- COc1ccccc1N1CCN(C(=O)Cn2nnc(-c3cccs3)n2)CC1
    -2 | -2 | -5 | 2 | 3.3 | 7 | 2.8 | -12 | -3
- COc1ccc(CN2C3CCCC2CC(NC(=O)c2cccc(F)c2)C3)cc1 (stereo not drawn)
    2 | -9 | 33* | -22 | 1.4 | -23 | 2.9 | -18 | 8
- O=C(CCc1nnc2ccc(N3CCC4(CC3)OCCO4)nn12)N1CCCCC1
    6 | -4 | 1 | -22 | 1.1 | -1 | -0.4 | -8 | -6
- CCOc1ccc(-n2cnnn2)cc1S(=O)(=O)NC1CC1
    7 | -5 | 3 | 5 | -0.3 | 3 | 0.9 | -1 | -6
- CC(C(N)=O)N1C(=O)NC2(CCCc3ccccc32)C1=O (stereo not drawn)
    0 | -1 | 16 | -18 | 0.7 | -8 | 0.7 | 2 | 1
- O=C(NCN1C(=O)C2C3C=CC(C3)C2C1=O)Nc1cccnc1 (stereo not drawn)
    8 | -2 | -1 | 5 | 1.3 | 3 | 0.7 | -15 | 3
- Cc1cccc(NC(=O)c2cc(S(=O)(=O)N3CCCCC3)ccc2Cl)n1
    0 | -2 | 14 | -5 | · | -3 | · | · | ·
- CCN(C(=O)COC(=O)c1ccccc1O)c1nc2ccccc2s1
    2 | 2 | 4 | -5 | 7.1 | 13 | 8.4 | -2 | -6
- CCc1ccc(C(CNC(=O)c2ccc3c(=O)n(-c4ccccc4F)c(=S)[nH]c3c2)N(C)C)cc1 (stereo not drawn)
    11 | -5 | 37* | 6 | 1.4 | -19 | 2.7 | -10 | -11
- Cc1onc(C(=O)Nc2ccc(OC(F)(F)F)cc2)c1[N+](=O)[O-]
    · | -3 | 4 | · | 4.4 | -5 | 1.2 | 3 | -4
- Cc1cc(C)cc(OCC(=O)OCC(=O)c2ccc3c(c2)NC(=O)CO3)c1
    19 | 4 | -6 | 17 | 6.7 | -6 | 7.1 | 38* | -23
- COc1ccc(CC(NC(C)=O)C(=O)NC2CCN(C(=O)C3CCCCC3)CC2)cc1OC (stereo not drawn)
    0 | 4 | -7 | -13 | 0.2 | 6 | 0.7 | -8 | -2
- Cc1ccc(-n2sc3ccccc3c2=O)cc1
    26 | -4 | 3 | -1 | 7.1 | 1 | 7.5 | 32 | -6
- C(=N\N(Cc1ccccc1)c1ccccc1)/c1cccnc1
    15 | -7 | 17 | -15 | -1.1 | -9 | -0.1 | -21 | -10
- Cc1noc(C)c1COc1ccc(C(=O)N2CCN(c3cccc(Cl)c3)CC2)cc1
    6 | -4 | 9 | 17 | · | -12 | · | · | ·
- CCOC(=O)C1=C(N)n2c(s/c(=C\c3ccco3)c2=O)=C(C(=O)OC(C)C)C1c1ccco1 (stereo not drawn)
    1 | 0 | -2 | -1 | 0.2 | 1 | -0.3 | -13 | -5
- COc1ccccc1C(=O)NC(CCSC)C(=O)OC(C)C(N)=O (stereo not drawn)
    0 | 0 | 2 | -12 | 0.4 | 5 | -1.3 | -7 | -6
- CC#CCN1c2ccccc2[C@]23C[C@@H](C(=O)OC)N=C2NC(C(=O)OC)=C(C(=O)OC)[C@H]13
    12 | -2 | -13 | -13 | 8.0 | 13 | -1.4 | -12 | 11
- CCc1ccc(NC(=O)Cn2c(=O)c3cccn3c3ccccc32)cc1
    1 | -3 | 8 | -4 | -0.5 | -1 | -0.1 | 1 | -9
- COc1cccc2c(SCC(=O)N/N=C/c3ccc(O)cc3O)cc(C)nc12
    1 | -12 | -9 | -10 | · | 11 | · | · | ·
- CCCCCCn1c(=O)n2n(c1=O)[C@@H]1CN(S(=O)(=O)c3ccc(C)cc3)C[C@]1(O)[C@@H](OC(=O)NCc1ccco1)C2
    0 | -8 | -2 | -3 | · | -1 | · | · | ·
- O=C(O)CCCC(=O)Nc1cccc(C(=O)Nc2ccccc2C(=O)O)c1
    9 | -9 | -12 | -3 | -0.1 | 14 | 1.0 | -8 | 8
- CCOC(=O)[C@@H]1CCNC[C@@H]1c1ccccc1
    14 | -5 | -2 | 3 | 0.8 | 0 | 1.4 | -13 | 4
